N-glyco inh – N-linked glycosylation inhibition; D54 ERlucT glycosylation luciferase reporter, 24 h; percent of 100 nM tunicamycin response; reporter increase, % at 12.5 µM; 0.23% of 360,000 active;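 active = mean luciferase reporter signal, scaled so untreated is 0 and the glycosylation-blocking control 100, at or above a set limit in every replicate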;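 also: luciferase carries N-glycosylation sites so blocking glycosylation raises the light; 0% = median of neutral control wells and 100% = median of 100 nM tunicamycin wells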
aDG glyco act – alpha-DG glycosylation activation | Pro5-aDG cells, alpha-DG glycosylation AlphaScreen (IIH6); 0% Pro5, 100% B10-LARGE cell signal | activation, % at 10 µM | 0.22% of 360,000 active;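 active = activation of at least 8% versus controls, or a plate z-score of at least 8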;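 also: Pro5 are CHO cells carrying HIG-tagged alpha-DG that lacks glycosylation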
ABCB6 inh 2 – inhibitors of human ABC transporter ABCB6 | Q9NP58 | K562-ABCB6 porphyrin accumulation, flow cytometry, 1 h; stronger effect = lower value | fluorescence ratio to DMSO, % at 10 µM | 0.19% of 360,000 active;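 active = fluorescence ratio to DMSO below 75%, the collection mean minus 3 SD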;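 also: signal is porphyrin accumulated inside mitochondria; 100% equals median channel fluorescence of DMSO control wells; lower ratio means ABCB6 inhibition with less porphyrin fluorescence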
Granule exo inh – lytic granule exocytosis inhibition. TALL-104 LAMP-1 surface exposure, flow cytometry; cells stimulated with thapsigargin and PMA. inhibition, % at 10 µM. 0.66% of 360,000 active. AID 651702;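 active = inhibition above about 55%, limit read from the data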
CaV13 FRET inh – Primary screen for inhibitors of IQ motif and Ca2+-dependent inactivation inhibitor domain binding in CACNA1D, Förster resonance energy transfer in living cells, …; inhibition, % at 12.3 µM; AID 743397; HEK cells, CFP/YFP FRET ICDI-IQ, plate reader, 10 min; percent FRET-ratio fall versus neutral wells; 0.098% of 340,000 active;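 active = mean replicate inhibition of at least 30% and at least 1% of replicates passing that level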;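 also: 0% = median of the neutral control wells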
HTR2A ag – agonists of mouse serotonin 5-HT2A receptor (HTR2A); CHO-K1 mHTR2A beta-arrestin complementation, luminescence; percent of 30 µM serotonin response; activation, % at 7.6 µM; 0.66% of 360,000 active;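 active = activation above a run cutoff, the mean activation of all tested compounds plus 3 SD, cut at about 14% in these data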;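 also: 0% = plate median of compound wells and 100% = 30 µM serotonin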
Target sequence (P35363 whole entry, looked up): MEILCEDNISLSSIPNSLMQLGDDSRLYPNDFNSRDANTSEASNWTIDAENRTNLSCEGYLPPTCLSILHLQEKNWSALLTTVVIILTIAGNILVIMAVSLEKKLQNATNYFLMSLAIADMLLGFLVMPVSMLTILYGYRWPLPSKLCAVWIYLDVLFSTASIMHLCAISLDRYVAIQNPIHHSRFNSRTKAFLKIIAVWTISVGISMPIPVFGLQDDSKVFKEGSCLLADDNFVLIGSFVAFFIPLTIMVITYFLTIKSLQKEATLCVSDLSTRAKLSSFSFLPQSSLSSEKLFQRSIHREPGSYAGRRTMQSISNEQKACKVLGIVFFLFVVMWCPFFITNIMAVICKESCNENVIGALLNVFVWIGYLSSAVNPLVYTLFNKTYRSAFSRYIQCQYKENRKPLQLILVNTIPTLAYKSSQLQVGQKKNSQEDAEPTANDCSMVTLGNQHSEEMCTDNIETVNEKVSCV
Vif inh – HIV Vif inhibition | 0.35% of 340,000 active | inhibition, % at 7.49 µM | HEK293T cells, Vif self-association by quenched fluorescence, imaging, 24 h; in the data active = inhibition above about 50%, passing the limit was not always enough; also: some results filed as inactive read as strong as hits
hiPSC survival – hiPSC single-cell survival enhancement; 0.044% of 360,000 active; survival enhancement, % at 20 µM; ATPlite luminescence; 100% = ROCK inhibitor wells, 0% = DMSO; in the data active = survival enhancement above about 18%;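 also: cells exposed to compounds for 16 hours before the ATP read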
Cardio protect – protects H9c2 cardiomyocytes from peroxide injury | H2O2 injury protection, ATPLite, 2 h | protection from H2O2 cell death, % at 20 µM | 0.63% of 360,000 active | AID 588492;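 active = compounds giving at least 50% protection of heart cells from peroxide-induced death in the single-dose screen, raw or plate-pattern-corrected value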;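 also: 0% = DMSO wells with peroxide and 100% = DMSO wells without peroxide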
PDI inh – inhibitors of human protein disulfide isomerase | P07237 | PDI insulin aggregation turbidity, A650, 90 min | inhibition, % at 10 µM | 0.052% of 350,000 active | AID 588391;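 active = mean inhibition across replicates of 30% or more, whatever share of single replicates reach that level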;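 also: absorbance from insulin aggregation driven by PDI reduction with DTT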
Target sequence (P07237 whole entry, looked up): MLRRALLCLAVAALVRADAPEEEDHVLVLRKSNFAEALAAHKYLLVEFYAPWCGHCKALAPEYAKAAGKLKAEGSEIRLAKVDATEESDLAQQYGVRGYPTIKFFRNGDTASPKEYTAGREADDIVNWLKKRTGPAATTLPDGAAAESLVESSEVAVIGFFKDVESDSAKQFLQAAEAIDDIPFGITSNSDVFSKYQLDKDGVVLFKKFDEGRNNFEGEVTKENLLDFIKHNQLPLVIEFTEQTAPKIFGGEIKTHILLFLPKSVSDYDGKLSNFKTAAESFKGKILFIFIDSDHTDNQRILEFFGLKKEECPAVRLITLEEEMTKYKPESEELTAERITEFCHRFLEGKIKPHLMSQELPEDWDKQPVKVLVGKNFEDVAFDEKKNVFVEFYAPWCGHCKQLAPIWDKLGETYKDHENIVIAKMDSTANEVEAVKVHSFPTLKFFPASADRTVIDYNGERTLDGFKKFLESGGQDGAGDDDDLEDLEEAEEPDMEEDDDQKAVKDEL
Numbers without * were called inactive; / = no result given.

compound	N-glyco inh	aDG glyco act	ABCB6 inh 2	Granule exo inh	CaV13 FRET inh	HTR2A ag	Vif inh	hiPSC survival	Cardio protect	PDI inh
Cn1c(=O)c2[nH]c(N3CCN(c4cccc(O)c4)CC3)nc2n(C)c1=O	-1.5	0.3	101.0	1.6	-4.2	1.9	1.8	0.5	14.1	4.9
CCOC(=O)c1cc(/C(C)=N/OC(=O)c2ccc(Cl)cc2)on1	3.2	0.0	100.0	0.4	-20.5	3.2	0.0	0.1	-5.1	18.0
C=CCn1c(N)c(C(=O)Nc2ccc(C)c(C)c2)c2nc3ccccc3nc21	3.4	-0.3	98.0	-0.3	-3.7	-1.3	15.5	-0.6	-3.4	25.1
O=c1[nH]c(CSc2ccccn2)nc2c1oc1ccccc12	-15.5	0.0	103.0	0.0	-6.8	1.4	-1.5	-1.1	-8.3	7.5
CC1CCc2c(sc3ncnc(N4CCOCC4)c23)C1 (stereo not given)	-7.7	-0.2	96.0	-10.4	-3.3	-1.5	-5.8	0.1	-2.6	2.9
CC(=O)C1=C(C)NC(SCC(N)=O)=C(C#N)C1C (stereo not given)	1.9	-0.1	98.0	-2.5	/	0.4	3.1	-0.1	-4.1	-14.0
CCc1cc(=O)oc2cc(C)cc(OCC(=O)NCc3ccccn3)c12	0.1	-0.1	100.0	-2.5	-13.5	10.2	2.2	0.3	3.5	-7.9
CCS(=O)(=O)N1CCC(NC(=O)C(Cc2ccc(OC)c(OC)c2)NC(C)=O)CC1 (stereo not given)	-1.3	0.0	102.0	-0.7	-21.5	2.7	-6.8	-0.6	5.0	0.2
N#Cc1cc(N)ccc1Sc1ccc(Cl)cc1	0.0	-0.4	97.0	0.3	-4.2	-2.2	4.7	1.8	15.4	1.6
Cc1c(Cl)cccc1-n1c(SCC(=O)NCc2ccccc2Cl)nnc1-c1ccncc1	-0.6	0.0	104.0	-3.2	-5.9	-5.2	/	-1.7	3.8	2.0
CCN(CC)CCCNC(=O)Cn1nc(-c2ccccc2)ccc1=O	-1.2	0.0	101.0	4.3	-3.1	0.8	17.5	-1.1	0.2	0.5
O=C(NCCN1C(=O)S/C(=C/c2ccccc2)C1=O)C1CCCN1C(=O)c1cccs1 (stereo not given)	-0.2	0.1	96.0	3.7	-3.0	-1.4	-4.9	-0.9	-1.5	0.9
C[C@H](NS(=O)(=O)c1ccccc1F)C(=O)OCC(=O)N1CCc2ccccc21	1.7	0.2	98.0	-4.5	-5.4	-0.1	-5.1	4.8	6.1	-3.6
Cc1cc(Cl)ccc1OCC(=O)Nc1cccnc1	-0.7	0.3	92.0	-8.1	-5.6	3.8	-3.5	-0.5	-0.3	-4.7
COc1ccc(CN2CCN(Cc3ccc4ccccc4c3)CC2)cc1OC	-3.7	0.2	89.0	10.5	-19.7	-12.9	10.4	0.1	-4.1	-2.2
CNC(=O)CN(C1CCCCC1)S(=O)(=O)c1ccc(OC)c(Cl)c1	2.2	-0.1	99.0	-0.7	/	0.7	/	2.8	-6.9	3.5
O=C(CSc1nnnn1-c1ccc2c(c1)OCO2)NCc1ccccc1	14.6	-0.2	103.0	8.1	-5.0	0.1	-1.0	1.6	-2.0	-2.6
NC(=O)C1CCN(C(=O)c2ccco2)CC1	-0.1	0.1	98.0	-1.0	/	-2.5	-1.7	-1.8	-0.3	-1.7
Cc1ccc(C)c(NC(=O)COC(=O)Cc2ccsc2)c1	2.5	-0.2	97.0	5.5	-10.3	1.9	1.8	-1.7	14.3	3.3
COCOCCn1cc(CN2CCS(=O)(=O)N(Cc3ccc(-c4ccc(Cl)cc4)cc3)C(C)C2=O)nn1 (stereo not given)	-0.8	0.4	98.0	2.3	-2.3	7.4	/	-4.0	-6.2	4.2
CCCc1cc(-c2nc(-c3ccc(Br)cc3)cs2)ccn1	1.4	0.1	99.0	-5.1	-5.7	3.0	-14.2	0.4	-7.1	-12.6
CCCOc1ccc(-c2c(C(=O)N/N=C(\C)c3ccncc3)nnn2-c2nonc2N)cc1	0.4	-0.2	87.0	11.2	-2.1	2.5	15.9	0.4	17.9	6.1
Cc1ccccc1-n1nnnc1SCC(=O)Nc1ccc(N2CCN(C)CC2)cc1	2.4	0.8	102.0	-5.7	-7.1	-4.3	-5.0	1.1	7.1	1.8
O=C(Nc1nc(-c2ccccc2)cs1)C1CCCCN1S(=O)(=O)c1ccc(Cl)cc1 (stereo not given)	-11.4	0.8	97.0	5.0	-7.9	-3.5	-16.1	-1.0	-2.2	5.4
O=C(Nc1ccccc1C(=O)N1CCCCC1)c1ccccc1C(F)(F)F	-0.5	-0.2	92.0	-0.7	-2.1	10.1	-0.1	0.2	6.3	-0.8
Cc1cc(C(=O)Cn2nc(C(=O)O)c3ccccc3c2=O)c(C)n1-c1ccc(F)cc1	-3.2	0.1	98.0	6.9	-1.9	-1.4	-3.7	-0.6	-6.6	7.7
CC(=O)N1CCc2[nH]c3ccc(C)cc3c2C1	5.4	0.0	101.0	12.2	-6.2	11.1	7.2	0.1	1.2	-2.9
Cc1cc(C)n2nc(S(=O)(=O)N(C)c3ccccc3)nc2n1	0.9	-0.1	96.0	5.4	-1.8	5.1	1.4	-1.5	-4.8	/
COC(=O)C1=NNC2(c3ccc(C)cc3)C(=O)N(c3ccc(C)cc3)C(=O)C12 (stereo not given)	0.6	0.0	91.0	0.1	-1.4	-2.3	3.0	0.4	9.8	8.4
COCCn1c(C)cc(C(=O)CSc2nnc3ccccn23)c1C	-18.7	-0.2	101.0	2.2	-6.6	-0.4	/	-0.3	10.9	-5.8

Other entries
Key to letters: A = N-glyco inh; B = aDG glyco act; C = ABCB6 inh 2; D = Granule exo inh; E = CaV13 FRET inh; F = HTR2A ag; G = Vif inh; H = hiPSC survival; I = Cardio protect; J = PDI inh
smiles: O=C(NCc1ccco1)c1ccc(Cl)s1
  A: 1.4 | B: 0.3 | C: 97.0 | D: -4.4 | E: -5.8 | F: -1.1 | G: 0.3 | H: 1.2 | I: -15.0 | J: -5.7

smiles: Cc1ccc(OCC(=O)N/N=C\c2ccc(-c3cccc(C(=O)O)c3)o2)c(C)c1
  A: -0.4 | B: -0.1 | C: 100.0 | D: 4.3 | E: -17.8 | F: 0.7 | G: -2.9 | H: 0.6 | I: 3.8 | J: 3.4

smiles: CN(Cc1cn(-c2ccccc2)nc1-c1ccc2c(c1)OCO2)Cc1nccn1C
  A: -3.9 | B: 0.2 | C: 93.0 | D: 2.7 | E: -3.8 | F: -1.4 | G: 13.5 | H: -0.8 | I: -1.8 | J: -3.8

smiles: CSc1nc2ccc(NS(=O)(=O)c3cccc(Cl)c3Cl)cc2s1
  A: -0.3 | B: -0.1 | C: 98.0 | D: -1.5 | E: / | F: -2.8 | G: 4.2 | H: 0.5 | I: -13.9 | J: 0.6

smiles: COC(=O)Cc1cn(-c2ncc(C(F)(F)F)cc2Cl)c2ccccc12
  A: -0.8 | B: -0.1 | C: 89.0 | D: 3.7 | E: / | F: 4.4 | G: -11.6 | H: 3.3 | I: -12.9 | J: -3.0

smiles: CCOC(=O)c1cc(-c2ccc(/C=C3/C(=O)NC(=O)C(C#N)=C3C)o2)ccc1Cl
  A: 0.6 | B: 0.1 | C: 104.0 | D: 6.6 | E: -7.2 | F: 5.0 | G: 8.6 | H: 1.0 | I: 3.0 | J: -3.2

smiles: O=P(c1ccccc1)(c1ccccc1)c1cc(S(=O)(=O)O)ccc1O
  A: 0.9 | B: -0.2 | C: 99.0 | D: -1.0 | E: -4.3 | F: -2.4 | G: -13.7 | H: 1.2 | I: 1.3 | J: 1.6

smiles: CCC(C(=O)NC(C)CCc1ccccc1)n1nc(C)n2c(cc3occc32)c1=O (stereo not given)
  A: 0.5 | B: 2.1 | C: 101.0 | D: 4.1 | E: / | F: 0.1 | G: -9.3 | H: 3.3 | I: -4.3 | J: -20.7

smiles: C/C(=N\Nc1ccc(Cl)c(C(=O)O)c1)c1cccc2ccccc12
  A: 0.2 | B: -0.2 | C: 94.0 | D: -0.6 | E: -4.6 | F: 2.7 | G: 65.1* | H: 0.3 | I: -0.1 | J: 5.4

smiles: COc1ccccc1C(=O)C1CCCN(C(=O)c2cn3cc(Cl)ccc3n2)C1 (stereo not given)
  A: 2.0 | B: -0.2 | C: 100.0 | D: -1.4 | E: -2.8 | F: 1.6 | G: -1.3 | H: 1.3 | I: 1.4 | J: 0.3

smiles: O=C(Cn1cc(/C=C\[N+](=O)[O-])c2ccccc21)Nc1ccccc1
  A: 13.6 | B: -0.3 | C: 96.0 | D: -0.5 | E: -6.1 | F: -5.9 | G: -14.8 | H: 3.0 | I: 3.5 | J: 2.9

smiles: COc1ccc(N(C)C(=O)Nc2ccc3c(c2)nnn3C)cc1
  A: 2.8 | B: -0.2 | C: 96.0 | D: -6.0 | E: -6.5 | F: 4.6 | G: / | H: -3.6 | I: -6.0 | J: 6.8

smiles: CC(=O)c1ccc(NC(=O)COC(=O)CCC2CCCC2)cc1
  A: -0.1 | B: 0.0 | C: 95.0 | D: 2.3 | E: -6.0 | F: 2.7 | G: 2.2 | H: -1.6 | I: 5.0 | J: 5.8

smiles: COc1ccc(-c2cc3cc(F)ccc3cn2)cc1
  A: -12.1 | B: -0.3 | C: 99.0 | D: 7.1 | E: -5.1 | F: -2.5 | G: -7.1 | H: -1.7 | I: -23.4 | J: 1.7

Nothing new here: an excerpt of the list.
Key to letters: A = N-glyco inh; B = aDG glyco act; C = ABCB6 inh 2; D = Granule exo inh; E = CaV13 FRET inh; F = HTR2A ag; G = Vif inh; H = hiPSC survival; I = Cardio protect; J = PDI inh
smiles: O=C(NCc1ccco1)c1ccc(Cl)s1
  A: 1.4 | B: 0.3 | C: 97.0 | D: -4.4 | E: -5.8 | F: -1.1 | G: 0.3 | H: 1.2 | I: -15.0 | J: -5.7

smiles: Cc1ccc(OCC(=O)N/N=C\c2ccc(-c3cccc(C(=O)O)c3)o2)c(C)c1
  A: -0.4 | B: -0.1 | C: 100.0 | D: 4.3 | E: -17.8 | F: 0.7 | G: -2.9 | H: 0.6 | I: 3.8 | J: 3.4

smiles: CN(Cc1cn(-c2ccccc2)nc1-c1ccc2c(c1)OCO2)Cc1nccn1C
  A: -3.9 | B: 0.2 | C: 93.0 | D: 2.7 | E: -3.8 | F: -1.4 | G: 13.5 | H: -0.8 | I: -1.8 | J: -3.8

smiles: CSc1nc2ccc(NS(=O)(=O)c3cccc(Cl)c3Cl)cc2s1
  A: -0.3 | B: -0.1 | C: 98.0 | D: -1.5 | E: / | F: -2.8 | G: 4.2 | H: 0.5 | I: -13.9 | J: 0.6

smiles: COC(=O)Cc1cn(-c2ncc(C(F)(F)F)cc2Cl)c2ccccc12
  A: -0.8 | B: -0.1 | C: 89.0 | D: 3.7 | E: / | F: 4.4 | G: -11.6 | H: 3.3 | I: -12.9 | J: -3.0

Screening results as filed in PubChem.
